PPC-1+TRAIL kill: compounds killing PPC-1 cancer cells with TRAIL present (potentiator screen, no TRAIL-free arm); PPC-1 cells + TRAIL, ATPLite viability luminescence; 220,000 compounds, 0.41% hits; cell killing (% activity), % at 4 µM;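 active = cell killing above 50% in the first pass at 4 µM, then a duplicate retest at 5 µM averaging 50% or more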;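 also: plate controls were cells with TRAIL plus DMSO for no effect and medium-only wells lacking cells for full effect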
Runt-SMMHC FRET: inhibitors of human RUNX1 Runt domain binding to CBFb-SMMHC. AID 1434. 220,000 compounds, 0.74% hits. Cerulean-Runt/Venus-CBFb-SMMHC FRET ratio 530/480, 1 h. Q01196+Q13951. inhibition, % at 20 µM;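 active = mean inhibition across duplicate retests at 20 µM reaching about 50%, limit read from the data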;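 also: 0% = DMSO wells and 100% = wells with excess untagged CBFb-SMMHC; inhibitors lower the FRET ratio by blocking Runt binding to CBFb-SMMHC; some results filed as inactive read as strong as hits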
TRPML3 ag: agonists of human TRPML3 channel. HEK293 TRPML3-YFP, Fluo-8 calcium fluorescence; 100% = the carbachol control signal. activation, % at 3 µM. 220,000 compounds, 0.29% hits. AID 1448;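 active = activation above its plate's cutoff, the mean activation of the plate's test wells plus 3 SD, cut at about 12% in these data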;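 also: 0% = DMSO only wells and 100% = carbachol wells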
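Test system: TRPML3-YFP stable HEK293 cells. Doses: single point at 3 µM. Incubation: dye loading 1 h 37 °C then 30 min ambient, 125 s read. Signal: Fluo-8 calcium dye fluorescence, ex 470-495, em 515-575 nm. Measure: percent activation from peak-to-basal fluorescence ratio, scaled between DMSO and carbachol.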
TNF necrop inh: TNF-alpha cell death inhibition in Jurkat FADD-/- cells | Jurkat FADD-/- TNF necroptosis rescue, ATP luminescence, 24 h; 0 = TNF only, 100 = no-TNF cells | 220,000 compounds, 0.068% hits | AID 463075 | activation (protection from cell death), % at 10 µM;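 active = activation, meaning protection from cell death, of at least 50% relative to plate controls; inactive = activation below 50%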;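 also: necroptosis triggered by 40 ng/mL TNF-alpha added together with compound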
zfTRPN1 agonist: agonists of zebrafish TRPN1 channel. 220,000 compounds, 0.18% hits. HEK293 zebrafish TRPN1-YFP, Fluo-8 calcium fluorescence; 100% = response to 87 µM carbachol. AID 1424. activation, % at 3 µM;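 active = activation above its plate's cutoff, the mean activation of test wells on that plate plus 3 SD, cut at about 19% in these data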;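 also: 0% = DMSO alone and 100% = 87 µM carbachol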
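Material: zebrafish TRPN1-YFP in HEK293 cells. Doses: one dose of 3 µM, 0.3% DMSO. Incubation: dye 1 h 37 °C plus 30 min RT. Measured by: intracellular calcium fluorescence with Fluo-8.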
Mdm2 ligase inh: Mdm2 E3 ligase (human) inhibition; Q00987; cell-based MDM2 ubiquitination luciferase reporter, 2 h; 0 = plate control, 100 = twice control, blank-subtracted; signal enhancement, % at 5 µM; 210,000 compounds, 0.11% hits; AID 1230;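 active = signal enhancement of 30% or more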;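 also: luminescence tracks abundance of the self-degrading MDM2-luciferase fusion protein; higher signal means inhibition of MDM2 E3 ligase activity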
Target sequence (Q00987 whole entry, looked up, the tested form may be a part): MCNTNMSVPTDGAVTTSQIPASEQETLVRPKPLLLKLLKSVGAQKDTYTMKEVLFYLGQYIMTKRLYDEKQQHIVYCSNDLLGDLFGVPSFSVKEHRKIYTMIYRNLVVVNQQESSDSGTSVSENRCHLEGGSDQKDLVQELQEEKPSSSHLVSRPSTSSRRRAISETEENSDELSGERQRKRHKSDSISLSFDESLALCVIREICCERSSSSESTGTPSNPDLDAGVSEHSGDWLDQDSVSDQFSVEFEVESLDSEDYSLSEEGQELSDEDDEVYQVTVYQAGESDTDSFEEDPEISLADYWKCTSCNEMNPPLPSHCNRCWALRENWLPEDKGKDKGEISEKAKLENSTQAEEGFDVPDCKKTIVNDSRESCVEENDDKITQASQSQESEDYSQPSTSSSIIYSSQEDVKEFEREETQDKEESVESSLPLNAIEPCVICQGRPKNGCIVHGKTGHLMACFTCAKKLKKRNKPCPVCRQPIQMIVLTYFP
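Material: Stable MDM2–luciferase fusion reporter cells | Amount: 2000 cells seeded into each well | Dosing: One concentration, 5 µM, with 0.2% DMSO | Incubation: 4 h cell settling then 2 h compound exposure, 37 °C | Measured by: Luciferase luminescence | Read-out basis: % enhancement relative to plate controls after blank subtraction | Benchmarks: Control and blank well means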
CHOP inhibitor: CHOP inhibition in unfolded protein response | AID 2732 | 220,000 compounds, 3.8% hits | CHO-K1 CHOP-promoter luciferase, tunicamycin-induced, 15-18 h | inhibition, % at 10 µM;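 active = compounds that reduced the stress-induced luciferase reporter signal by more than about 70% of percent inhibition, limit read from the data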;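 also: 0% = tunicamycin plus vehicle and 100% = wells without tunicamycin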
EBV gp42 block: blocks Epstein-Barr virus glycoprotein 42 binding | Q1HVG2 | Fluorescence polarization binding assay, mP read-out | inhibition, % (tested at 21.74 µM) | 220,000 compounds, 0.42% hits | AID 1085; in the data active = inhibition above about 50%
Target sequence (Q1HVG2 whole entry, looked up): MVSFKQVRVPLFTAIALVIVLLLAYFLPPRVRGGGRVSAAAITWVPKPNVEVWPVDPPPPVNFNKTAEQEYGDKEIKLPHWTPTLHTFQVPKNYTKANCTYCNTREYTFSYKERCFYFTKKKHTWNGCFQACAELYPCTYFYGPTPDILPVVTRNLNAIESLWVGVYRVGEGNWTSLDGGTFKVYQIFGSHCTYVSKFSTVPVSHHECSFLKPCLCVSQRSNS
NCF1 inh: p47phox (human) inhibition; inhibition, % at 24.7 µM; AID 1274; 220,000 compounds, 0.53% hits; P14598; p47phox/p22phox peptide binding, fluorescence polarization, 2 h;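 active = inhibition above about 30%, limit read from the data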;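 also: 0% = p47phox with labelled peptide and 100% = labelled peptide alone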
Target sequence (P14598 whole entry, looked up): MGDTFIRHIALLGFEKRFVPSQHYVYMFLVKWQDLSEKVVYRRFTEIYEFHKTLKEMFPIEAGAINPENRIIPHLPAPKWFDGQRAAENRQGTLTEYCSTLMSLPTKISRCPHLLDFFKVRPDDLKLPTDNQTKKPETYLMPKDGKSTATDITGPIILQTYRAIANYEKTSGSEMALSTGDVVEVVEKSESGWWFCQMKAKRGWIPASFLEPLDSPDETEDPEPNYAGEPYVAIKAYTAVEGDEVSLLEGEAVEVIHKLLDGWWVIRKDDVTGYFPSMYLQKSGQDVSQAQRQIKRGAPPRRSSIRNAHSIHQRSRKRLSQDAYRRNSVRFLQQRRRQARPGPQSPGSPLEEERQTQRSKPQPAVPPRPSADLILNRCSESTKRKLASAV
* hit, by the source's call; x = no result given.

SMILES | PPC-1+TRAIL kill | Runt-SMMHC FRET | TRPML3 ag | TNF necrop inh | zfTRPN1 agonist | Mdm2 ligase inh | CHOP inhibitor | EBV gp42 block | NCF1 inh
O=C(O)/C(=C\c1ccco1)NC(=O)c1cccc2ccccc12 | 23.6 | -9.3 | 0.8 | -2.1 | -0.8 | -20.1 | 21.3 | 6.8 | 126.7*
COc1ccccc1CNC(=O)C(NC(=O)c1ccc(C)cc1)C(C)C (centres undefined) | 13.7 | 2.0 | -0.4 | 0.1 | -0.5 | -87.6 | -3.4 | 4.3 | -2.5
Cc1cc(C)nc(NS(=O)(=O)c2ccc(NC(=O)C3(c4ccccc4)CCCC3)cc2)n1 | 12.1 | -0.7 | 0.3 | 2.1 | -1.6 | -8.1 | -11.0 | -18.1 | -5.5
COc1cc(-n2cnnn2)ccc1S(=O)(=O)N1CCOCC1 | 14.9 | -3.9 | 1.0 | 0.8 | 0.7 | -4.3 | 16.6 | -8.3 | -3.2
CS(=O)(=O)NNC(=O)c1sccc1OCc1ncc(C(F)(F)F)cc1Cl | 19.1 | -1.8 | 0.0 | -1.6 | 1.4 | -32.4 | 18.2 | 7.3 | 0.3
CCN1CCN(c2ncnc3c2sc(=S)n3-c2ccccc2)CC1 | 7.8 | 1.6 | 0.8 | 3.3 | 1.3 | -5.2 | 42.4 | -19.4 | 12.6
CCN1CCN(Cc2ccc(NC(=O)c3cc(NC(=O)c4cncc(-c5ccc(C#N)cc5)c4)cc(OC)c3)cc2C(F)(F)F)CC1 | -0.1 | -3.2 | x | -26.4 | x | 22.1 | 106.6* | -138.4 | 68.8*
CCC1(C)Cc2c(sc3nc(SCC(=O)O)[nH]c(=O)c23)CO1 (centres undefined) | 5.0 | -0.5 | 0.4 | -3.1 | 1.6 | -10.5 | 7.9 | -3.1 | -2.0
COc1cc(OC)cc(C(=O)N[C@H](C(=O)N2CCc3ccccc32)C(C)C)c1 | 4.0 | 1.0 | -1.6 | -2.3 | -2.0 | -15.2 | 14.8 | -5.6 | -2.7
CCN(CC)CCNCc1cc(Cl)c(OCC(=O)Nc2ccccc2)c(OC)c1 | 19.1 | 3.7 | 1.2 | 2.4 | 0.5 | 3.1 | 0.0 | -0.5 | 5.5
CNC(=O)c1ccc(-c2ccccc2)s1 | 7.3 | 1.5 | -0.1 | -3.5 | 0.5 | -9.9 | 7.1 | -12.9 | -20.7
Nc1ccc2oc3ccc(N)cc3c(=O)c2c1 | 25.5 | -27.0 | 0.9 | -1.2 | 1.6 | -12.2 | -32.0 | -21.1 | 2.0
COC(=O)CCC(=O)Nc1sc(Cc2ccccc2)c(C)c1C(N)=O | x | x | 0.1 | -1.2 | -0.1 | -6.1 | -12.0 | -13.4 | 5.2
Cc1ccc(C)c(N2CCN(C(=O)C3CCN(c4nnc(N5CCCC5=O)s4)CC3)CC2)c1 | 18.7 | -8.5 | 0.6 | -5.9 | 0.0 | x | x | x | x
CC1CCCCN1C(=O)c1ccccc1OC1CCN(S(C)(=O)=O)CC1 (centres undefined) | -4.3 | 2.4 | -0.6 | 0.1 | -1.5 | -17.3 | 7.4 | -12.9 | -8.5
Cc1nc(Oc2ccc(S(=O)(=O)N3CCOCC3)cc2Cl)c2c3c(sc2n1)CCCC3 | -8.9 | 2.5 | 2.4 | 1.4 | 4.2 | 7.5 | 34.9 | -8.3 | -18.6
CCOC(=O)c1cc(-c2cccc([N+](=O)[O-])c2)nc2[nH]c(=O)[nH]c(=O)c12 | 34.9 | 0.8 | 1.1 | -1.3 | 1.3 | -5.5 | 6.0 | 3.8 | -26.9
CN(CCN(C)C(C)(C)C)C(=O)C(c1ccccc1)c1ccccc1 | 15.9 | -0.6 | 0.5 | 0.2 | 1.5 | -12.0 | 3.5 | -5.5 | -6.5
O=C(CN1C(=O)C2CCCCN2C(=O)c2ccccc21)Nc1ccc(F)cc1 (centres undefined) | 17.4 | 2.1 | 0.2 | 0.7 | 0.3 | -0.3 | 34.8 | 12.5 | 5.7
CCCNC(=O)Nc1nnc(C2CC2)s1 | 23.7 | -2.7 | 0.5 | -0.4 | 0.0 | -4.4 | 32.9 | -10.1 | -0.1
COc1ccc(-n2c(C)csc2=S)cc1 | 18.4 | -1.4 | -0.2 | 21.1 | -0.8 | -2.6 | -15.9 | -19.6 | -11.0
C(=N\n1cnnc1)/c1ccccn1 | -3.3 | -0.7 | 0.6 | -0.5 | 0.3 | -2.7 | 7.7 | -9.9 | -8.7
CCCCNC(=O)C12CCC(C)(C(=O)C1Br)C2(C)C (centres undefined) | 4.9 | 2.6 | -0.2 | 0.4 | -0.9 | -1.4 | 14.3 | -1.9 | -3.0
CCOc1ccc(-n2nc3c(SCCN4CCCC4)nnc(C)c3c2C)cc1 | 4.9 | 6.7 | -0.6 | 1.1 | -1.2 | -21.7 | 26.3 | 5.0 | -9.0
Cc1ccc(C(=O)N(C)CC(=O)Nc2ccc(F)c(F)c2F)o1 | 3.4 | 1.7 | 0.5 | -0.3 | 2.4 | -2.4 | 13.3 | -15.9 | -8.4

Random excerpt: 2 entries already listed.
SMILES | PPC-1+TRAIL kill | Runt-SMMHC FRET | TRPML3 ag | TNF necrop inh | zfTRPN1 agonist | Mdm2 ligase inh | CHOP inhibitor | EBV gp42 block | NCF1 inh
CCN1CCN(c2ncnc3c2sc(=S)n3-c2ccccc2)CC1 | 7.8 | 1.6 | 0.8 | 3.3 | 1.3 | -5.2 | 42.4 | -19.4 | 12.6
COc1cc(OC)cc(C(=O)N[C@H](C(=O)N2CCc3ccccc32)C(C)C)c1 | 4.0 | 1.0 | -1.6 | -2.3 | -2.0 | -15.2 | 14.8 | -5.6 | -2.7

(listing goes on)
SMILES | PPC-1+TRAIL kill | Runt-SMMHC FRET | TRPML3 ag | TNF necrop inh | zfTRPN1 agonist | Mdm2 ligase inh | CHOP inhibitor | EBV gp42 block | NCF1 inh
Cc1cc(C(F)(F)F)nn1C(=O)c1cccnc1Cl | -13.1 | 0.2 | 1.1 | -0.2 | -1.3 | -7.4 | -8.5 | 6.5 | 7.8
CCn1c(=O)cc(OCC(=O)Nc2ccc3c(c2)OCCO3)c2ccccc21 | 17.0 | -0.2 | -0.9 | 0.5 | 3.8 | 1.4 | 34.6 | -4.9 | -3.0
OCCN(CCO)Cc1ccc(Br)cc1 | -5.5 | 3.8 | 0.8 | 0.9 | 0.2 | -16.5 | 11.7 | 0.9 | -6.9
O=C(/C=C/c1ccccc1)c1ccc2c3c(cccc13)CC2 | 12.3 | -0.3 | -0.2 | 4.0 | -0.4 | -21.5 | -48.7 | -13.2 | -11.5
O=C(Cc1ccc(Cl)cc1)c1c[nH]c(C(=O)NCc2cccnc2)c1 | 3.2 | -8.5 | 1.7 | 0.3 | 2.0 | 4.9 | 13.2 | -5.3 | -8.2
CC(C)c1ccc(NC(=S)N2CCN(Cc3ccccc3)CC2)cc1 | 18.1 | -1.2 | 1.4 | 0.1 | 1.6 | -11.8 | 7.7 | -1.7 | -7.7
Cc1c(NC(=O)Cc2cccs2)cccc1[N+](=O)[O-] | 4.7 | -3.2 | -0.1 | 17.4 | -0.7 | -1.7 | 3.9 | 2.9 | -2.4
CC(=O)N1CCc2cc(S(=O)(=O)NC(C(=O)Nc3nc(C)cs3)C(C)C)ccc21 (centres undefined) | -12.2 | 0.6 | -1.1 | 2.6 | 1.0 | -9.4 | 10.4 | -7.4 | 1.5
Cc1ccsc1/C=N/NC(=O)CNC(=O)c1ccco1 | 23.8 | 0.2 | 0.1 | -0.1 | 1.5 | -1.2 | -14.1 | 6.0 | 7.0
CCNC(=S)N1CCc2cc(OC)c(OC)cc2C1COc1ccc(F)cc1 (centres undefined) | 7.8 | -1.4 | 0.5 | 2.2 | 1.4 | -8.3 | 6.2 | 5.9 | -1.0
Cc1cccc(NC(=O)COC(=O)c2cccc3c2C(=O)c2ccccc2C3=O)c1C | 29.4 | -1.1 | 0.8 | -1.7 | 0.8 | -6.9 | 18.7 | 1.6 | -4.3
CCN1CCN(c2c(Cl)cccc2NC(=O)c2ccc3nsnc3c2)CC1 | -6.1 | -1.0 | 0.2 | 4.9 | 0.1 | -8.8 | -9.9 | -7.9 | -14.9
O=CN1CCN(c2ncnc3c2nnn3Cc2c(F)cccc2Cl)CC1 | -4.4 | 4.0 | 0.2 | 0.7 | 2.3 | 0.4 | 26.4 | -13.2 | -4.0
Cc1ccc(-c2cc(C(=O)Nc3cccnc3)c3ccccc3n2)o1 | 6.8 | 10.9 | 0.6 | -4.2 | 1.0 | -6.9 | 14.3 | 1.3 | -0.9
COc1cc(C(=O)Nc2cc(-c3ccccc3)[nH]n2)cc(OC)c1OC | 11.4 | -6.9 | x | x | x | -2.7 | 16.7 | 3.2 | -49.2
CCNC(=S)NNC(=O)c1cccn(Cc2ccc(Cl)cc2Cl)c1=O | 11.9 | 4.0 | 4.9 | -2.7 | 2.9 | -13.5 | -3.6 | -8.4 | 6.0
Cn1c(=NC(=O)c2ccc(S(=O)(=O)N3CCCc4ccccc43)cc2)sc2cc(S(C)(=O)=O)ccc21 | 10.2 | -2.2 | 0.9 | 3.7 | 2.3 | 0.7 | 35.4 | -14.3 | -9.1
Cc1cc2oc(C(=O)Nc3c(C)n(C)n(-c4ccccc4)c3=O)c(C)c2cc1C | 26.0 | 3.7 | 0.0 | -1.2 | -1.4 | 0.0 | 52.9 | -5.9 | 4.6
O=C(C[n+]1cccc(CNC(=O)c2ccc(OC(F)F)cc2)c1)Nc1cccc(C(F)(F)F)c1 | 21.9 | 6.4 | 0.0 | 2.5 | -0.2 | 2.0 | 7.8 | 0.9 | -10.2
Cc1ccc(-n2nnnc2SCC(=O)c2c(N)n(CC(C)C)c(=O)n(C)c2=O)cc1 | -0.4 | -3.2 | 0.5 | -0.1 | 1.8 | -38.2 | 25.5 | -24.2 | -23.7
Cc1ncc(CN=Cc2ccc(Cl)cc2)c(N)n1 | -6.9 | 3.5 | 0.8 | 0.5 | 2.2 | x | -8.1 | -12.4 | -9.8
CCCc1cc(=S)n2c([nH]c3ccccc32)c1C#N | 10.1 | 81.2* | 0.9 | -1.9 | 1.4 | -11.5 | -6.1 | -30.6 | -9.0
O=c1cc(CN2CCN(c3cccc(Cl)c3)CC2)c2cc3c(cc2o1)CCCC3 | 7.3 | 2.3 | -0.5 | 0.4 | -0.1 | -27.2 | -3.2 | -18.6 | -25.5
Cc1cccc(NC(=S)NC(=O)c2cccs2)n1 | 21.4 | 0.0 | -0.5 | -5.1 | -0.1 | -2.6 | 2.4 | -20.4 | -6.7
Cc1cccc(/N=C/c2c(C)[nH]n(-c3ccccc3)c2=O)n1 | 15.5 | -12.0 | 0.8 | -0.4 | 0.5 | -0.4 | 27.9 | -3.9 | -13.3
O=C(CSc1ncnc2nc[nH]c12)N1CCN(c2ccccc2)CC1 | -15.0 | 0.7 | 0.0 | -0.4 | 0.0 | -2.9 | 9.2 | -1.4 | 3.2

Screens as filed in PubChem BioAssay.
